Screening data deposited in PubChem BioAssay by Dana-Farber Cancer Institute and Novartis Institutes for BioMedical Research (Cambridge, Mass).
USP30 block: inhibitors of human USP30 deubiquitinase. Ubiquitin carboxyl-terminal hydrolase 30 (Homo sapiens), Q70CQ3. purified USP30, Ub-rhodamine cleavage fluorescence. inhibition, % at 25 µM. 47,000 tested, 5.3% active. AID 1645860, 2021
USP17 inh: inhibitors of human USP17 deubiquitinase; 47,000 tested, 6.5% active; purified USP17, Ub-rhodamine cleavage fluorescence, 3 h; AID 1645855, 2021; inhibition, % at 50 µM; Ubiquitin carboxyl-terminal hydrolase 17-like protein 5 (Homo sapiens), A8MUK1
Target sequence (A8MUK1 whole entry, looked up): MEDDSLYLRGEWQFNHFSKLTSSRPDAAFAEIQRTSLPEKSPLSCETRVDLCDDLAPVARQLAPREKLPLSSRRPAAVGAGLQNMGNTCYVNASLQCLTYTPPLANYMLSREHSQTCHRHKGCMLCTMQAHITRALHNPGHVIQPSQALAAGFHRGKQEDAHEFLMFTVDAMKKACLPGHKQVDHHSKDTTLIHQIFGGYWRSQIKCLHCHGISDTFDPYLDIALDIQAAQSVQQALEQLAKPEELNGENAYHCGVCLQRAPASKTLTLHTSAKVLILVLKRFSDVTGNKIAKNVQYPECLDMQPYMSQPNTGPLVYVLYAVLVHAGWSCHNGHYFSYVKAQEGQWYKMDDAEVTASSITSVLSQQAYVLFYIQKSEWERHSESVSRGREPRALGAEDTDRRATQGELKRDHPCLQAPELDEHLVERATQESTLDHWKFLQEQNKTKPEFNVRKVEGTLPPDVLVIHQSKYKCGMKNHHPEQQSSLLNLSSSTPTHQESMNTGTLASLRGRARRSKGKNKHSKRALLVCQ
USP8 inh: inhibitors of human USP8 deubiquitinase; purified USP8, Ub-rhodamine cleavage fluorescence, 30 min; AID 1645853, 2021; inhibition, % at 20 µM; 47,000 tested, 4.2% active
UCHL1 block: inhibitors of human UCHL1 deubiquitinase; Ubiquitin carboxyl-terminal hydrolase isozyme L1 (Homo sapiens), P09936; purified UCHL1, Ub-rhodamine cleavage fluorescence; inhibition, % at 20 µM; 47,000 tested, 0.2% active; AID 1645859, 2021
USP28 inh: inhibitors of human USP28 deubiquitinase; inhibition, % at 25 µM; 47,000 tested, 3% active; AID 1645857, 2021; purified USP28, Ub-rhodamine cleavage fluorescence, 30 min
USP7 inh: inhibitors of human USP7 deubiquitinase | inhibition, % at 20 µM | purified USP7, Ub-rhodamine cleavage fluorescence | AID 1645854, 2021 | 47,000 tested, 0.3% active
OTUD3 block: inhibitors of human OTUD3 deubiquitinase | OTU domain-containing protein 3 (Homo sapiens), Q5T2D3 | purified OTUD3, Ub-rhodamine fluorescence, 2 h | inhibition, % at 25 µM | 47,000 tested, 0.7% active | AID 1645858, 2021
Target sequence (Q5T2D3 whole entry, looked up, the tested form may be a part): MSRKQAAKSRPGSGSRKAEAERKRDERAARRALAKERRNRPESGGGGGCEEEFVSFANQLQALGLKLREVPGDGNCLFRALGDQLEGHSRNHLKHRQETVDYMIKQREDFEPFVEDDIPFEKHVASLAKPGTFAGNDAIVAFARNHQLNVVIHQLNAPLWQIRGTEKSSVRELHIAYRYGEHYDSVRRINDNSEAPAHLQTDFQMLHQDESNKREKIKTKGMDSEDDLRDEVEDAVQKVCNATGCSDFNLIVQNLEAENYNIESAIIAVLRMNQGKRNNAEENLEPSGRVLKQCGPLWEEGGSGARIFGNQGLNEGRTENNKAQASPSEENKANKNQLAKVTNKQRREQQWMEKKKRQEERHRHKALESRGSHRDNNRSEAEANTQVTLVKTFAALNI
USP10 inh: inhibitors of human USP10 deubiquitinase; Ubiquitin carboxyl-terminal hydrolase 10 (Homo sapiens), Q14694; purified USP10, Ub-rhodamine fluorescence, 60 min; inhibition, % at 20 µM; 47,000 tested, 1.1% active; AID 1645856, 2021
* hit, by the source's call. Cut-off read from the data, not from the text of the source: active = inhibition above about 30%; inactive = the rest. Some of the compounds tested; rates above refer to the full screens.

How did O=C(NC1CC1)[C@H]1C[C@@H]2CCN(Cc3ccncc3)C[C@H]2O1 do in these assays?
USP30 block: -15.8; USP17 inh: -50.8; USP8 inh: -270.1; UCHL1 block: -1.7; USP28 inh: -20.5; USP7 inh: 0.5; OTUD3 block: -3.9; USP10 inh: -4.4

How did Cc1cc(C)c2nc3c(cc2c1)CNCCO3 do in these assays?
USP30 block: 4.5; USP17 inh: -4.2; USP8 inh: 0.6; UCHL1 block: 0.0; USP28 inh: -3.3; USP7 inh: 0.0; OTUD3 block: 0.2; USP10 inh: -0.8

Results for O=C1Nc2ccccc2C2(CCN(CC3CCOCC3)CC2)O1 ?
USP30 block: 10.8; USP17 inh: -0.9; USP8 inh: 2.5; UCHL1 block: -0.6; USP28 inh: -5.7; USP7 inh: 0.5; OTUD3 block: 0.0; USP10 inh: 1.2

How did Cn1cc(NC(=O)c2cc(NC(=O)CN=C(N)N)cn2C)cc1C(=O)NCCC(=N)N do in these assays?
USP30 block: -7.2; USP17 inh: -6.9; USP8 inh: -10.1; UCHL1 block: -2.4; USP28 inh: 0.9; USP7 inh: 0.3; OTUD3 block: 9.0; USP10 inh: -4.9

How did O=C1CCOC[C@]2(CNC[C@H]2c2ccc(F)c(F)c2)N1 do in these assays?
USP30 block: 11.1; USP17 inh: 4.3; USP8 inh: 13.7; UCHL1 block: 0.3; USP28 inh: 0.0; USP7 inh: 3.2; OTUD3 block: 0.0; USP10 inh: -1.1

How did COc1ccc(C[C@@H]2NC[C@@H](O)[C@@H]2OC(C)=O)cc1 do in these assays?
USP30 block: 22.5; USP17 inh: 1.8; USP8 inh: -0.4; UCHL1 block: 1.2; USP28 inh: 3.2; USP7 inh: 2.0; OTUD3 block: 7.9; USP10 inh: 1.0

How did CC1(C)Cc2nc(N3CCCC3)c(C#N)cc2CS1 do in these assays?
USP30 block: -64.3; USP17 inh: 14.4; USP8 inh: 6.7; UCHL1 block: 2.6; USP28 inh: -5.5; USP7 inh: 23.3; OTUD3 block: -6.9; USP10 inh: 9.1

Results for Cc1ccc(C2SCC(=O)Nc3c2c(=O)[nH]n3C2CCCCCC2)cc1 (stereo not given) ?
USP30 block: 29.5; USP17 inh: 18.9; USP8 inh: 73.4*; UCHL1 block: 2.0; USP28 inh: 9.2; USP7 inh: 14.1; OTUD3 block: -4.1; USP10 inh: 14.8

What do the screens show for `CC[C@@H](C)C[C@H](C)C(=O)c1c(O)c(OC)c(OC)[nH]c1=O`?
USP30 block: 20.5; USP17 inh: 26.4; USP8 inh: -0.4; UCHL1 block: 2.4; USP28 inh: 11.8; USP7 inh: 6.0; OTUD3 block: 12.3; USP10 inh: 3.8

Results for CN(C)C(=O)[C@H]1CN2CCC1C[C@@H]2Cn1cc(-c2cccc(O)c2)nn1 (stereo not given in full) ?
USP30 block: -17.5; USP17 inh: -1.5; USP8 inh: 22.6; UCHL1 block: -1.8; USP28 inh: -1.9; USP7 inh: 1.8; OTUD3 block: -1.1; USP10 inh: -0.5

Results for O=C(Cc1ncc(C(F)(F)F)cc1Cl)NCCN1CCN(C(=O)Cc2ncc(C(F)(F)F)cc2Cl)CC1 ?
USP30 block: -5.3; USP17 inh: 8.9; USP8 inh: 22.9; UCHL1 block: -0.3; USP28 inh: 0.0; USP7 inh: -1.9; OTUD3 block: 15.6; USP10 inh: -4.8

Results for O=C(c1csc2c1CCCCC2)N1CCC2(CC1)OCCO2 ?
USP30 block: -0.2; USP17 inh: 1.1; USP8 inh: 2.8; UCHL1 block: 2.4; USP28 inh: 0.0; USP7 inh: -1.5; OTUD3 block: 0.5; USP10 inh: 0.5

How did CN1[C@@H]2Cc3ccccc3[C@H]1C[C@@H](NC(=O)c1cccnc1)C2 do in these assays?
USP30 block: 0.4; USP17 inh: -5.6; USP8 inh: -1.6; UCHL1 block: -1.0; USP28 inh: -4.1; USP7 inh: 0.8; OTUD3 block: -3.1; USP10 inh: -1.9

How did O=C(CCCn1c(=O)[nH]c2cc(Cl)ccc2c1=O)N1CCC2(CC1)OCCO2 do in these assays?
USP30 block: 24.4; USP17 inh: 5.5; USP8 inh: 17.4; UCHL1 block: -0.3; USP28 inh: 15.0; USP7 inh: -3.9; OTUD3 block: 17.4; USP10 inh: 1.5

How did CC(C)=CCOC(C)(C)[C@H]1OC2CC[C@@]3(C)C(CCC4Cc5c([nH]c6ccccc56)[C@@]43C)C23OC3[C@@H]1O (stereo not given in full) do in these assays?
USP30 block: 84.1*; USP17 inh: 87.0*; USP8 inh: 39.9*; UCHL1 block: 7.1; USP28 inh: 88.2*; USP7 inh: 39.3*; OTUD3 block: 60.9*; USP10 inh: 75.8*

Next part, starting with the last two of the part before.
How did O=C(CCCn1c(=O)[nH]c2cc(Cl)ccc2c1=O)N1CCC2(CC1)OCCO2 do in these assays?
USP30 block: 24.4; USP17 inh: 5.5; USP8 inh: 17.4; UCHL1 block: -0.3; USP28 inh: 15.0; USP7 inh: -3.9; OTUD3 block: 17.4; USP10 inh: 1.5

How did CC(C)=CCOC(C)(C)[C@H]1OC2CC[C@@]3(C)C(CCC4Cc5c([nH]c6ccccc56)[C@@]43C)C23OC3[C@@H]1O (stereo not given in full) do in these assays?
USP30 block: 84.1*; USP17 inh: 87.0*; USP8 inh: 39.9*; UCHL1 block: 7.1; USP28 inh: 88.2*; USP7 inh: 39.3*; OTUD3 block: 60.9*; USP10 inh: 75.8*

How did COc1ccc(CN2CCC3(CC2)OC(=O)Nc2ccccc23)cc1 do in these assays?
USP30 block: 9.1; USP17 inh: 4.6; USP8 inh: 14.0; UCHL1 block: -0.3; USP28 inh: 0.5; USP7 inh: 3.1; OTUD3 block: 4.5; USP10 inh: 1.2

How did COC(=O)C[C@@H]1C/C=C/C(=O)O[C@H]([C@H](C)[C@@H](OC)/C(C)=C/C=C/C(C)=C/c2coc(C)n2)C[C@H](O)[C@@]2(C)O[C@@H]2/C=C/[C@@H](C)[C@H](O)C1 do in these assays?
USP30 block: -56.6; USP17 inh: -35.7; USP8 inh: -27.3; UCHL1 block: -4.3; USP28 inh: -18.7; USP7 inh: -5.0; OTUD3 block: -15.7; USP10 inh: -9.7

What do the screens show for `O=C(NCC(F)(F)F)C1=NOC2(CCNCC2)C1`?
USP30 block: 24.1; USP17 inh: -5.0; USP8 inh: -105.2; UCHL1 block: 2.2; USP28 inh: 7.2; USP7 inh: 7.3; OTUD3 block: 7.8; USP10 inh: 2.1

What do the screens show for `CC(=O)N(C)[C@@H]1[C@H]2[C@@H]3CCN2C[C@H]1O3`?
USP30 block: 12.5; USP17 inh: 5.3; USP8 inh: 8.1; UCHL1 block: -0.4; USP28 inh: 6.0; USP7 inh: 4.7; OTUD3 block: 7.2; USP10 inh: 0.3

How did CS(=O)(=O)c1ccc(C(=O)N(Cc2cccnc2)C2CCN(Cc3cccc(C#N)c3)CC2)cc1 do in these assays?
USP30 block: -3.7; USP17 inh: 1.0; USP8 inh: -5.4; UCHL1 block: 0.6; USP28 inh: -1.5; USP7 inh: 0.9; OTUD3 block: -7.2; USP10 inh: -0.3

How did CN1C2(CCN(Cc3ccccn3)C2)c2ccccc2S1(=O)=O (stereo not given) do in these assays?
USP30 block: -139.8; USP17 inh: -43.8; USP8 inh: -122.2; UCHL1 block: -10.8; USP28 inh: -6.7; USP7 inh: -4.3; OTUD3 block: -6.9; USP10 inh: -4.4

What do the screens show for `COCCN1C[C@@H](C)[C@@]2(COCCN(C(=O)c3cccnc3)C2)C1`?
USP30 block: 3.7; USP17 inh: -30.5; USP8 inh: 0.8; UCHL1 block: -0.8; USP28 inh: -5.2; USP7 inh: -0.8; OTUD3 block: 0.8; USP10 inh: 1.1

What do the screens show for `O=C(NCC1CC[C@@]2(CNCCOC2)O1)c1cccnc1` (stereo not given in full)?
USP30 block: -33.3; USP17 inh: -7.6; USP8 inh: -20.1; UCHL1 block: -3.0; USP28 inh: -14.6; USP7 inh: -1.0; OTUD3 block: -9.9; USP10 inh: -2.9

What do the screens show for `COC1=C(C2=C(OC)C(=O)c3cc4c(c(O)c3C2=O)C(=O)OC(C)C4)C(=O)c2c(cc3c(c2O)C(=O)OC(C)C3)C1=O` (stereo not given)?
USP30 block: -41.5; USP17 inh: 70.1*; USP8 inh: -27.1; UCHL1 block: 39.6*; USP28 inh: 67.5*; USP7 inh: -67.1; OTUD3 block: 63.6*; USP10 inh: -8.9

What do the screens show for `COC1=CC(=O)O[C@@H](/C=C/c2ccc3c(c2)OCO3)C1`?
USP30 block: 12.7; USP17 inh: 2.2; USP8 inh: 6.4; UCHL1 block: 0.6; USP28 inh: 2.7; USP7 inh: 2.0; OTUD3 block: -0.8; USP10 inh: 4.7

How did O=C1C=C2C(=CCOC2O)O1 (stereo not given) do in these assays?
USP30 block: -24.4; USP17 inh: -12.3; USP8 inh: -5.4; UCHL1 block: -1.6; USP28 inh: 2.2; USP7 inh: -1.8; OTUD3 block: 4.9; USP10 inh: 0.5

How did CC(C)[C@@H](C)/C=C/[C@@H](C)[C@H]1CCC2=C3[C@@H](O)[C@@H]4OC45C[C@@H](OC(=O)[C@@H](N)[C@@H](OS(=O)(=O)O)C(C)C)CC[C@]5(C)[C@H]3CC[C@@]21C(=O)O (stereo not given in full) do in these assays?
USP30 block: -30.7; USP17 inh: 25.3; USP8 inh: -90.4; UCHL1 block: -19.0; USP28 inh: 16.7; USP7 inh: -11.2; OTUD3 block: 6.8; USP10 inh: -6.8

Results for O=C(NCc1ccc(F)cc1)[C@H]1CN2CCC1C[C@@H]2Cn1cc(-c2cccc(O)c2)nn1 (stereo not given in full) ?
USP30 block: -32.1; USP17 inh: -34.3; USP8 inh: -17.2; UCHL1 block: -1.5; USP28 inh: -20.5; USP7 inh: -6.0; OTUD3 block: -17.8; USP10 inh: -5.5

Results for O=C1NCC2(CCCN(Cc3ccncc3)C2)Oc2ccccc21 (stereo not given) ?
USP30 block: -191.9; USP17 inh: -60.3; USP8 inh: -4.4; UCHL1 block: -16.7; USP28 inh: -66.0; USP7 inh: -18.5; OTUD3 block: -47.2; USP10 inh: -2.6

What do the screens show for `Cn1c(CN2CCN(C(=O)COc3ccccc3)CC2)nc2cc([N+](=O)[O-])ccc21`?
USP30 block: 20.0; USP17 inh: 4.1; USP8 inh: -101.7; UCHL1 block: 1.9; USP28 inh: 15.7; USP7 inh: -1.9; OTUD3 block: 18.3; USP10 inh: -1.3

Compounds listed so far that have a Cl atom:
Results for O=C(Cc1ncc(C(F)(F)F)cc1Cl)NCCN1CCN(C(=O)Cc2ncc(C(F)(F)F)cc2Cl)CC1 ?
USP30 block: -5.3; USP17 inh: 8.9; USP8 inh: 22.9; UCHL1 block: -0.3; USP28 inh: 0.0; USP7 inh: -1.9; OTUD3 block: 15.6; USP10 inh: -4.8

How did O=C(CCCn1c(=O)[nH]c2cc(Cl)ccc2c1=O)N1CCC2(CC1)OCCO2 do in these assays?
USP30 block: 24.4; USP17 inh: 5.5; USP8 inh: 17.4; UCHL1 block: -0.3; USP28 inh: 15.0; USP7 inh: -3.9; OTUD3 block: 17.4; USP10 inh: 1.5

Next results:
How did O=C(COc1ccc(F)cc1)N1CCN(CCc2ccccn2)CC1 do in these assays?
USP30 block: 2.2; USP17 inh: -1.6; USP8 inh: -0.2; UCHL1 block: -0.4; USP28 inh: -1.6; USP7 inh: 1.2; OTUD3 block: -0.8; USP10 inh: 2.2

What do the screens show for `CC1CC[C@]2(NC1)O[C@H]1C[C@H]3[C@@H]4CC[C@H]5C[C@@H](O[C@@H]6O[C@H](CO)[C@H](O[C@@H]7O[C@H](CO)[C@@H](O)[C@H](O[C@@H]8OC[C@@H](O)[C@H](O)[C@H]8O)[C@H]7O[C@@H]7O[C@H](CO)[C@@H](O)[C@H](O)[C@H]7O)[C@H](O)[C@H]6O)CC[C@]5(C)[C@H]4CC[C@]3(C)[C@H]1[C@@H]2C` (stereo not given in full)?
USP30 block: 41.4*; USP17 inh: 62.3*; USP8 inh: -12.5; UCHL1 block: -2.5; USP28 inh: 18.6; USP7 inh: -6.1; OTUD3 block: 12.9; USP10 inh: -10.7

What do the screens show for `CN(C)[C@H]1C(=O)C(C(N)=O)=C(O)C2(O)C(=O)C3=C(O)c4c(O)cccc4C(C)(O)C3C(O)C12` (stereo not given in full)?
USP30 block: inactive; USP17 inh: -116.5; USP8 inh: -94.2; UCHL1 block: 42.5*; USP28 inh: -59.0; USP7 inh: 4.6; OTUD3 block: -135.6; USP10 inh: -7.5

What do the screens show for `CCNC(=O)N1CCC2(CC1)C(=O)N(Cc1ccccc1)c1c(OC)cccc12`?
USP30 block: -0.3; USP17 inh: -4.1; USP8 inh: -5.2; UCHL1 block: 0.0; USP28 inh: 0.3; USP7 inh: -0.1; OTUD3 block: -3.3; USP10 inh: -1.8

How did O=C(NCC1CC1)[C@@]12CCCN(c3ncccn3)[C@@H]1CNC2 do in these assays?
USP30 block: 0.4; USP17 inh: -8.6; USP8 inh: -59.8; UCHL1 block: -2.7; USP28 inh: -3.0; USP7 inh: -0.1; OTUD3 block: -1.6; USP10 inh: 0.6
